IDE cell inh = cellular human IDE inhibition. P14735. HEK cells, FAbetaB cleavage, fluorescence polarization. inhibition, % at 5.59 µM. 0.41% of 320,000 active. AID 434962;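 active means percent inhibition above the average of all tested compounds plus 3 SD, set per screening campaign, cut at about 16% in these data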;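 further: IDE supplied by intact live HEK cells; FP after avidin binding of uncleaved biotin substrate so inhibition keeps polarization high; 0% = DMSO wells and 100% = 60 µM reference IDE inhibitor Ii1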
Target sequence (P14735 whole entry, looked up): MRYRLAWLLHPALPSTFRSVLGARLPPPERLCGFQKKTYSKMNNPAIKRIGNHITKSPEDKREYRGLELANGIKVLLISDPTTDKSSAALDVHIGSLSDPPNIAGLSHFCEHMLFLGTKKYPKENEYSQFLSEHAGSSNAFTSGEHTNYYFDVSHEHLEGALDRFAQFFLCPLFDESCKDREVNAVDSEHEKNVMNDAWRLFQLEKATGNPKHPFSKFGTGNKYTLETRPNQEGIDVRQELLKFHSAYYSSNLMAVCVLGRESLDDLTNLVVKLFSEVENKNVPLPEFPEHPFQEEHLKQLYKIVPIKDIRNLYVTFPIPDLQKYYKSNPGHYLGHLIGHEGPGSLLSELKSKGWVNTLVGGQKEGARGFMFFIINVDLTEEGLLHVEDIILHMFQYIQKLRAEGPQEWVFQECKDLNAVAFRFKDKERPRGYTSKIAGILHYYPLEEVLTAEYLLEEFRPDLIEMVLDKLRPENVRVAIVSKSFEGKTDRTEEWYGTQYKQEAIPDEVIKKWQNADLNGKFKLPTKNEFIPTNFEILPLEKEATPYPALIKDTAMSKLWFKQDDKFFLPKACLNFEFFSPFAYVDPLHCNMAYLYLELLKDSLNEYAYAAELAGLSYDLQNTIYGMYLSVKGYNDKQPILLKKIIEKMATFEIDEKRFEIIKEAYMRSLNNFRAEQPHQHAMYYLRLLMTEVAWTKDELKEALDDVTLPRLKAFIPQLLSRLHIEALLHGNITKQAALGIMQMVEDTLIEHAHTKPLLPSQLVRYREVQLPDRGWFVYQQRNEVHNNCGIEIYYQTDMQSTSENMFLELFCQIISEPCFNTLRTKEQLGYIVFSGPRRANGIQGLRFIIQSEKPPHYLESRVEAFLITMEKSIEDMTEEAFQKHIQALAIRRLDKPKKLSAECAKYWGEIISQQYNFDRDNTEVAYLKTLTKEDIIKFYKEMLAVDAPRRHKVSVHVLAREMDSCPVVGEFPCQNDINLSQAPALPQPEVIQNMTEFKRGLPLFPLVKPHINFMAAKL
NALP1 yeast inh = inhibitors of NALP1 inflammasome in yeast; S. cerevisiae NALP1/ASC/caspase-1 growth, X-gal OD620, 72 h; inhibition, % at 10 µM; 0.61% of 280,000 active; AID 2071; in the data active means inhibition mostly above about 24%, no sharp cut-off; inactive means mostly below about 32%; further: some compounds called inactive have numbers as strong as hits
p-CIP stab down = lowers stability of the mouse p/CIP coactivator protein | 0.01% of 290,000 active | decrease of EGFP signal, % at 10 µM | Q05BA5 | F442A p/CIP-EGFP cells, EGFP fluorescence, 16 h;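 active means EGFP signal decrease of at least 30% at 10 µM or well 3 SD below plate mean, unless failing retest; inactive means the rest, including hits failing retest or dose response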; further: some compounds called inactive have numbers as strong as hits; many of its hits are not listed in these tables
PfM18AAP inh = PfM18AAP enzyme inhibition; 1.2% of 290,000 active; inhibition, % at 7.35 µM; recombinant PfM18AAP, H-Glu-NHMec fluorogenic cleavage; AID 1822;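 active means inhibition above the campaign mean inhibition over all tested compounds plus 3 SD, cut at about 28% in these data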;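 further: 0% = plate median of test compound wells and 100% = 2 mM ZnCl2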
IMP-1 inhibitor = inhibitors of Pseudomonas aeruginosa IMP-1 metallo-beta-lactamase; purified IMP-1, nitrocefin hydrolysis, epi-absorbance fluorescence; inhibition, % at 5.6 µM; 0.45% of 290,000 active;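 active means inhibition above the mean plus 3 SD of all compounds in the same screening run, cut at about 4.5% in these data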;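 further: 0% = IMP-1 with DMSO and 100% = DMSO wells lacking enzyme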
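Assay system: purified IMP-1; Quantity: IMP-1 0.2 nM before substrate addition; Medium: HEPES buffer pH 7.1 with ZnSO4 and Brij 35; Incubation: 15 min enzyme–compound preincubation, then 25 min nitrocefin reaction, 25 °C; Signal: fluorescence quenching readout, ex 480/em 530 nm; Controls: DMSO with and without IMP-1; Repeats: singlicate testing.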
PHOSPHO1 block = blocks human PHOSPHO1 phosphatase activity; recombinant PHOSPHO1, absorbance phosphatase assay; inhibition, % at 13.3 µM; 1.1% of 290,000 active; AID 1565; in the data active means inhibition above about 60%
GPR7 antag = blocks human GPR7 receptor signaling | 1.1% of 290,000 active | inhibition, % at 4.4 µM | AID 1861 | GPR7-expressing cells, fluorescence antagonist assay; in the data active means inhibition above about 16%, passing the limit was not always enough;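 further: cells stimulated with the agonist NPW; 0% = agonist with vehicle and 100% = vehicle without agonist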
VIM-2 inh = blocks Pseudomonas aeruginosa VIM-2 metallo-beta-lactamase; purified VIM-2, nitrocefin hydrolysis, epi-absorbance fluorescence; inhibition, % at 5.6 µM; 0.89% of 290,000 active; AID 1527;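 active means inhibition above the mean of all tested compounds plus 3 SD, cutoff set per screening run, cut at about 7.5% in these data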;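 further: red hydrolysis product quenches plate fluorescence so inhibitors raise well fluorescence; 0% = enzyme with DMSO and 100% = DMSO without enzyme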
IDE act = activators of human insulin-degrading enzyme in cells; HEK cells, FAbeta-B cleavage, fluorescence polarization; 0% vehicle, 100% cell-free pure enzyme wells; activation, % at 5.96 µM; 0.073% of 340,000 active;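 active means activation above the mean of all tested compounds plus 3 SD, set per screening campaign, cut at about 17% in these data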
The depositor's hits bear a star; . = not tested or not shown.

Every second line gives: IDE cell inh	NALP1 yeast inh	p-CIP stab down	PfM18AAP inh	IMP-1 inhibitor	PHOSPHO1 block	GPR7 antag	VIM-2 inh	IDE act
c1csc(-c2nc(N3CCOCC3)c3ccccc3n2)c1
    6	6	6	-4	-1.1	-15	-23	4.5	-2
CC1=NN(Cc2ccccc2)C(=O)C1
    9	32	-6	11	-3.1	-18	0	-1.6	-1
O=S(=O)(c1cc(Cl)ccc1Cl)N1CCN(Cc2ccc3c(c2)OCO3)CC1
    -1	2	-14	4	-2.8	5	-2	-2.7	-6
Cc1ccc(NC(=O)c2ccc(NCCCN3CCOCC3)c([N+](=O)[O-])c2)cc1Cl
    6	12	13	-11	-1.5	-22	1	1.1	-4
CS(=O)(=O)N1CCCC(C(=O)NC2CCCCCCC2)C1 (stereo not drawn)
    7	5	-8	-13	-1.7	18	3	-2.9	-4
CCCNc1c(NC(=O)c2ccc3c(c2)OCO3)c(=O)oc2ccccc12
    -3	16	-3	-14	-3.8	-10	3	-0.1	-2
COC(=O)C(CC(C)C)NC(=O)/C=C/c1ccc(Cl)cc1 (stereo not drawn)
    -1	9	-9	-1	-1.3	52	-4	-1.2	1
COc1cc2[nH]c(=O)n(CCC(=O)NC3CCN(Cc4ccccc4)CC3)c(=O)c2cc1OC
    .	16	1	-6	-4.6	10	-6	-4.0	-1
COc1ccc(CCNC(=O)C2CCCN2C(=O)Nc2ccc(Cl)cc2)cc1OC (stereo not drawn)
    4	3	-15	2	-5.2	19	-17	-1.0	0
O=C(O)c1c[nH]c2ccc(F)cc2c1=O
    0	2	0	8	-3.6	18	-2	-5.2	8
CCOC(=O)CSc1cc(=O)n(C)c2cc(Cl)ccc12
    5	-1	1	-1	-1.0	1	19	0.3	1
Cc1ccc(S(=O)(=O)N(Cc2cc3ccccc3[nH]c2=O)c2cccc(C)c2)cc1
    -1	-1	0	1	-1.7	21	-14	-2.5	7
CN(C)c1ccc(-c2cccc(C3CC=CC4C3C(=O)N(Cc3ccccc3)C4c3ccc(C(F)(F)F)cc3)c2)cc1 (stereo not drawn)
    2	6	-4	.	.	4	.	.	-2
Cc1c(/C(O)=C2\C(=O)C(=O)N(CCN(C)C)C2c2cccnc2)cnn1-c1ccccc1 (stereo not drawn)
    3	13	1	23	-2.8	10	-18	-3.7	2
CC1(NC(=O)Nc2cccc3ccccc23)CCS(=O)(=O)C1 (stereo not drawn)
    -1	19	-4	5	-1.4	39	-5	-2.1	4
CC1CN(C2CCN(S(=O)(=O)c3ccc(F)cc3)CC2)CC(C)O1 (stereo not drawn)
    -6	14	-4	-1	-2.0	12	-6	-2.0	7
CCC(C)(C)n1nnnc1C(c1ccccn1)N1CCN(c2cccc(OC)c2)CC1 (stereo not drawn)
    0	-3	-10	-7	-0.6	-4	15	-4.2	3
COCCNC(=S)N1CCN(S(=O)(=O)c2ccc(Cl)s2)CC1
    0	3	2	8	-3.7	14	-11	-1.8	5
CCCn1c(=N)n(CC(=O)c2ccc(Cl)c(Cl)c2)c2ccccc21
    4	23	-7	4	-0.4	15	-17	-0.9	5
O=C(N1CCN(Cc2ccccc2)CC1)C(Cl)(Cl)Cl
    2	38	-3	-2	-3.0	-8	5	-1.4	4
FC(F)(F)c1ccc(N=Cc2sc(N3CCOCC3)nc2-c2ccccc2)cc1
    -3	28	6	-2	-2.5	-4	-2	-3.7	-1
CSc1nc(-c2ccccc2)ccc1C(N)=O
    0	-14	9	5	-1.9	-1	-13	-1.7	1
COc1ccc(CNCc2ccco2)cc1OCc1ccccc1
    -2	29	-23	2	-0.3	28	8	1.5	1
Cc1c(C(=O)N2CCCCC2)sc(N)c1C#N
    3	4	-7	3	-4.0	18	-7	-4.0	0
CC1Cc2ccccc2N1C(=O)COC(=O)c1ccc(Cl)nc1 (stereo not drawn)
    -9	15	-10	-4	-1.4	-13	-5	-0.8	7
Cc1ccsc1/C=N/Nc1ccc(Cl)nn1
    2	.	9	39*	-1.4	14	-15	-1.1	2
Cc1cc(=O)oc2cc(OCC3CC(c4ccc(N(C)C)cc4)=NO3)ccc12 (stereo not drawn)
    9	-10	4	-3	-3.6	4	-6	-2.5	5
O=C(NN=C1c2ccccc2-c2ccccc21)c1ccccc1Br
    6	11	-13	-12	-2.6	17	6	-4.8	-10
N#CCC(=O)NN=C1CCCCCCCCCCC1
    -5	-7	4	54*	-2.8	6	-2	-1.8	10
CC(C)C[C@H](NC(=O)C1CC(=O)N(c2ccc3c(c2)OCCO3)C1)C(=O)NC1CCCC1 (stereo partly drawn)
    6	-2	-4	-5	-1.6	10	0	-2.9	6

Pulled by compound from the list above, 2 records:
Every second line gives: IDE cell inh	NALP1 yeast inh	p-CIP stab down	PfM18AAP inh	IMP-1 inhibitor	PHOSPHO1 block	GPR7 antag	VIM-2 inh	IDE act
O=S(=O)(c1cc(Cl)ccc1Cl)N1CCN(Cc2ccc3c(c2)OCO3)CC1
    -1	2	-14	4	-2.8	5	-2	-2.7	-6
Cc1c(C(=O)N2CCCCC2)sc(N)c1C#N
    3	4	-7	3	-4.0	18	-7	-4.0	0

Remaining list, next part:
Every second line gives: IDE cell inh	NALP1 yeast inh	p-CIP stab down	PfM18AAP inh	IMP-1 inhibitor	PHOSPHO1 block	GPR7 antag	VIM-2 inh	IDE act
Cn1c(=O)n(C)c2cc(NS(=O)(=O)c3ccccc3)ccc21
    5	-1	2	3	-3.3	29	-12	-2.1	1
CCc1nnc(N/N=C/c2c(Cl)cccc2Cl)n1N
    0	2	-8	56*	-3.5	18	-3	-3.9	0
Cc1ccc2nc(-c3ccccc3)cc(C(=O)NCCCn3ccnc3)c2c1
    2	-6	-14	-2	-3.5	13	-1	0.1	7
O=C(CSc1nnc(NC(=O)c2ccco2)s1)Nc1ccccc1Br
    -1	7	-2	-2	-3.4	24	-5	-2.7	7
CCC(=O)N1CCc2cc(Br)cc(S(=O)(=O)Nc3c(C)n(C)n(-c4ccccc4)c3=O)c21
    0	-4	9	-1	-3.7	-12	-19	-2.0	.
CCCC(=O)C1=C(c2ccccc2)C(C#N)(C#N)C(C#N)=C1N
    3	22	6	8	-4.8	1	-5	-2.6	2
COc1cccc(C2NC(=O)NC(C)=C2C(=O)OCC2CCCO2)c1 (stereo not drawn)
    0	-3	1	-2	-2.1	20	-9	-0.5	-2
CC1(C)Cc2c(cnn2-c2ccc(F)cc2)C(NC(=O)CCc2ccncc2)C1 (stereo not drawn)
    .	1	-2	3	-2.3	22	-8	-2.5	5
COc1ccccc1N1CCN(C2CCCCC2NS(=O)(=O)c2ccccc2)CC1 (stereo not drawn)
    -1	8	-5	-9	-2.3	24	10	-3.2	-1
CCOc1ccc(NC(=S)N2CCC(c3nc4ccccc4[nH]3)CC2)cc1
    1	-1	-6	0	-3.4	14	-11	-4.3	5
Cc1ccc(/C=N/Nc2nc(N3CCOCC3)nc(N3CCOCC3)n2)o1
    -6	-8	13	3	-2.4	-1	-14	-3.1	4
COc1ccc(S(=O)(=O)NC2CCCCCC2)cc1C(N)=O
    2	11	-3	1	-0.2	24	-7	-1.6	1
COCC(C)n1c(C)cc(C(=O)Cn2c(=O)oc3ccccc32)c1C (stereo not drawn)
    1	-13	-22	23	-0.6	8	-6	-0.3	3
CC1(C)Cc2c(sc(NC(=O)c3ccc4ncsc4c3)c2C(N)=O)C(C)(C)N1
    0	10	-10	-9	-2.1	-7	-10	3.8	0
O=C(CSc1nnc(CNC(=O)c2c(F)cccc2F)o1)Nc1ccc2c(c1)OCCO2
    3	17	-2	-1	0.1	34	-13	0.6	1
S=C(NCCc1ccccn1)Nc1ccc(Cl)cc1Cl
    2	-12	-12	-5	-2.4	47	-15	-2.0	9
O=C(CSCC(=O)N1CCCCC1)Nc1nc(-c2ccccc2)c(-c2ccccc2)s1
    -1	34	-8	4	-2.6	4	-11	-3.0	-1
CC(C)C(=O)NC(c1cccs1)c1cc([N+](=O)[O-])c2cccnc2c1O (stereo not drawn)
    8	-8	-2	7	-4.2	4	-2	-3.3	2
CSCCC(NC(=O)c1ccccc1)C(=O)NNC(=O)c1csc(N2CCOCC2)n1 (stereo not drawn)
    -2	19	7	2	-4.2	33	-21	-3.5	0
CCCC(C(=O)NC1CCCC1)N(C(=O)Cn1nnc(-c2ccc(C)o2)n1)c1cccc(O)c1 (stereo not drawn)
    .	10	-6	-1	-0.8	-26	1	-2.2	1
Cc1ccc(N2CCN(S(=O)(=O)N3CCOCC3)CC2)cc1C
    1	-8	15	3	-3.2	-1	-18	-2.7	0
Nc1nc(SCCOc2ccccc2)n[nH]1
    1	15	3	3	-4.2	0	-12	-1.9	2
CC(=O)NCCc1ccc(S(=O)(=O)N2CCCC2)cc1
    -1	20	-3	2	-3.5	-9	-2	-2.2	-5
COc1ccc(-n2nc(C(=O)NCC(=O)N3CCCCC3)c3ccccc3c2=O)c(OC)c1
    4	12	-3	-13	-0.9	-16	3	0.1	4
Cc1nnc(SCC(=O)N2CCN(S(=O)(=O)c3ccc(Cl)cc3)CC2)n(N)c1=O
    -1	4	-15	-5	-2.1	3	10	0.7	-4
CCN(C(=O)CCc1nnc2ccc(NCc3ccco3)nn12)c1ccccc1
    7	-8	-8	29*	-2.8	-89	-6	-2.9	1
COC(=O)C1=NN(C(C)=O)C2(CC(=O)N(c3cc(C)cc(C)c3)C2=O)C1 (stereo not drawn)
    -4	19	-6	5	-0.9	14	2	1.0	0
COc1cc(COCC(O)CN2CCN(CCN3C(=O)c4cccc5cccc(c45)C3=O)CC2)cc(OC)c1OC (stereo not drawn)
    -5	-22	0	-4	-3.8	5	-6	5.6	0
O=C1C2C3CCCC3=C3CCCC3C2C(=O)N1c1ccc(Cl)cc1 (stereo not drawn)
    -4	10	-8	-5	-2.5	-3	-5	-0.1	1
O=C(COC(=O)c1ccccn1)Nc1c(Cl)cccc1Cl
    -3	-13	1	-4	-0.8	-2	16	0.0	3
COc1ccccc1CC1S/C(=N/N=C/c2ccco2)NC1=O (stereo not drawn)
    0	-2	2	-15	-1.3	12	-11	-0.4	5
CCOC(=O)c1c(C)[nH]c(C)c1C(=O)Cn1nnc(-c2ccccc2C)n1
    1	.	.	-3	-2.8	.	-18	-1.9	2
CC(=O)Nc1c(-c2ccc3ccccc3c2)nc2ccccn12
    -1	0	-6	3	-2.5	33	-7	-0.9	2
COc1nnc(-c2ccc(C)cc2)c2ccccc12
    .	10	0	-2	1.6	5	-19	1.1	3
CC(C)n1nc(C(=O)Oc2ccc(Cl)cc2)c2ccccc2c1=O
    1	4	-3	1	-3.6	-10	-16	-3.8	3
CCN(CC)C(=O)CCc1nnc(Cc2cccc(C(F)(F)F)c2)o1
    2	21	-16	-8	-2.5	32	-12	-1.6	6
CN1/C(=C\C(=O)c2cncc(Br)c2)C(C)(C)c2ccccc21
    2	35	-18	-3	-0.4	-9	8	1.6	0
CCOC(=O)C1CCCN(C(=O)Cc2ccc(Cl)cc2)C1 (stereo not drawn)
    -5	6	-19	-20	-5.3	8	2	-1.4	-2

In another format: 2 of the compounds above.
| Structure | IDE cell inh | NALP1 yeast inh | p-CIP stab down | PfM18AAP inh | IMP-1 inhibitor | PHOSPHO1 block | GPR7 antag | VIM-2 inh | IDE act |
| --- | --- | --- | --- | --- | --- | --- | --- | --- | --- |
| CN1/C(=C\C(=O)c2cncc(Br)c2)C(C)(C)c2ccccc21 | 2 | 35 | -18 | -3 | -0.4 | -9 | 8 | 1.6 | 0 |
| CCOC(=O)C1CCCN(C(=O)Cc2ccc(Cl)cc2)C1 (stereo not drawn) | -5 | 6 | -19 | -20 | -5.3 | 8 | 2 | -1.4 | -2 |

Screening results: PubChem BioAssay, several laboratories
